# Source: PubChem (several laboratories)
# DNMT1 block – DNMT1 (human) enzyme inhibition; P26358; DNMT1 molecular beacon, Hinp1I cleavage, fluorescence; inhibition (reported as % activation of signal), % at 10 µM; actives 0.83% (n = 360,000); in the data active means inhibition above about 50%
# Rpn11 block – inhibitors of human proteasome Rpn11. O00487. human 26S proteasome, Ub4-pepOG fluorescence polarization; 20S core pre-blocked with epoxomicin. calls only at 20 µM. actives 0.59% (n = 360,000). AID 588493;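 active means inhibition at 20 µM, scaled to each plate's controls, above about 33%, limit read from the data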
# Target sequence (O00487 whole entry, looked up): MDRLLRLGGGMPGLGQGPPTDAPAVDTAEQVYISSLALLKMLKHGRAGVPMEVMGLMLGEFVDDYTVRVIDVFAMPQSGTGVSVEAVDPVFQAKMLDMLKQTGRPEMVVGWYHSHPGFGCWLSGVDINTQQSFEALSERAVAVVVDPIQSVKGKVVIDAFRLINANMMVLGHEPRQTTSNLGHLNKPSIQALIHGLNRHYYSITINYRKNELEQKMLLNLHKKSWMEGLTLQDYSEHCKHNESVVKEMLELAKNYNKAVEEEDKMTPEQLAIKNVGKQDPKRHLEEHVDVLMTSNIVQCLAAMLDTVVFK
# TbMetRS inhib – Trypanosoma brucei MetRS inhibition; purified T. brucei MetRS, ATP depletion, Kinase-Glo luminescence; inhibition, % at 11.9 µM; actives 0.4% (n = 360,000); AID 624268;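 active means inhibition above a per-plate cutoff of the control wells' mean inhibition plus 3 SD, cut at about 5.5% in these data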;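 further: 0% = DMSO wells median and 100% = median of wells with control inhibitor compound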
#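 technique = Kinase-Glo luminescence, ATP depletion format | system = purified MetRS (methionyl-tRNA synthetase) enzyme from Trypanosoma brucei | timing = 15 min preincubation, 2 h reaction, all 25 °C | evaluation = percent inhibition versus plate control medians | dosing = single dose, 11.9 µM final nominal, 0.9% final DMSO | also added = substrates ATP, L-methionine and bulk Escherichia coli tRNA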
# Scp-1 inhibitor – inhibitors of human Scp-1 phosphatase. Q9GZU7. Recombinant Scp1, phosphopeptide, malachite green phosphate absorbance. inhibition, % at 20 µM. actives 0.88% (n = 340,000);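 active means inhibition above about 50% at 20 µM, limit read from the data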;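 further: plate controls were DMSO wells with enzyme for no effect and wells lacking enzyme for full effect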
#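 Material: truncated SCP-1 phosphatase (76-261aa) / Buffer or medium: 50 mM Tris acetate pH 5.5, 0.005% Tween-20, 10 mM MgCl2 / Compound dosing: one concentration, 20 µM, with 1.0% DMSO / Incubation: 45 min room-temperature reaction, 5 min colour, 30 min stabiliser / Detection: colorimetric free-phosphate detection, absorbance 630 nm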
# STEP inh – inhibitors of human striatal-enriched phosphatase STEP; P54829; recombinant STEP, OMFP fluorogenic substrate, fluorescence; inhibition, % at 20 µM; actives 0.25% (n = 360,000); AID 588621;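 active means inhibition at 20 µM, scaled per plate between control wells, above about 37%, limit read from the data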;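 further: 0% = DMSO with enzyme and substrate and 100% = substrate only without enzyme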
# Target sequence (P54829 whole entry, looked up): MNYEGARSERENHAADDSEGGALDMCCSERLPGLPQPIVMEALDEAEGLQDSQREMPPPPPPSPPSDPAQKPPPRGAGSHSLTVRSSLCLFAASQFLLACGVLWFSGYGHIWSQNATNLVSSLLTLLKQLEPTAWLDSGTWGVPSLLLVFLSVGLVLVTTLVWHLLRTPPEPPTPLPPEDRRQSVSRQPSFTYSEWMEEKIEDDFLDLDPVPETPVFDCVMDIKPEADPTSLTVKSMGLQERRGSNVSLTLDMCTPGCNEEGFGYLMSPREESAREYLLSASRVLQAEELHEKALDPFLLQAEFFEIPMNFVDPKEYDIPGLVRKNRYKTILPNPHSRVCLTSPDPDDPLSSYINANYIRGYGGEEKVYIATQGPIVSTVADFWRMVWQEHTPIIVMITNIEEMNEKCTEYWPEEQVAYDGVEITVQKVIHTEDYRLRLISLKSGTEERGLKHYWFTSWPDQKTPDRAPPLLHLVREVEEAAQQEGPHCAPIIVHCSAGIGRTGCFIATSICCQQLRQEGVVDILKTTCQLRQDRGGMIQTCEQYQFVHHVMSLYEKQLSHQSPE
#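 Material: STEP (striatal-enriched tyrosine phosphatase) enzyme, cell-free | Medium: 50 mM Bis-Tris pH 6.0 with 2.5 mM DTT and 0.005% Tween 20 | Read-out: Percent inhibition scaled to no-enzyme and uninhibited-enzyme controls, plate-pattern corrected | Signal: Fluorescence read at 480 nm ex / 540 nm em | Times: 20 min reaction, room temperature, in the dark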
# LMPTP block – blocks human LMPTP phosphatase; P24666; recombinant LMPTP-A, OMFP fluorogenic substrate, fluorescence intensity; inhibition, % at 20 µM; actives 0.22% (n = 360,000);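 active means compounds that cut the enzyme signal by at least half of the control window in the single-dose screen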;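 further: plate controls were DMSO wells with enzyme plus substrate for no effect and substrate without enzyme for full effect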
#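 material = LMPTP-A | quantity = 0.625 nM enzyme | reagent = OMFP substrate, 400 µM final | buffer or medium = Bis-Tris pH 6.0, DTT, detergent | detection = endpoint fluorescence intensity from OMFP dephosphorylation | dosing = single 20 µM dose | read-out basis = % inhibition relative to no-enzyme and uninhibited control wells | control set = no-enzyme and uninhibited controls | timing = 50 min at room temperature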
# MsrA inhibitor – inhibitors of bovine MsrA; AID 651718; actives 0.75% (n = 360,000); inhibition, % at 15.5 µM; purified bovine MsrA, absorbance read-out; in the data active means inhibition above about 4.5%;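 further: 0% = vehicle wells with enzyme and 100% = reference inhibitor wells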
# CSN inh – CSN deneddylation inhibition | Q92905 | Purified CSN, SCF-Nedd8-OG deneddylation, fluorescence polarization | inhibition, % at 12.5 µM | actives 0.38% (n = 360,000);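 active means pattern-corrected inhibition above about 35%, with an unprinted fluorescence ratio check between 0.5 and 1.5, limit read from the data, passing the limit was not always enough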;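 further: 0% = enzyme with substrate and 100% = substrate without enzyme; some results filed as inactive read as strong as hits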
#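 Schedule: reaction 90 min, room temperature / Assay system: HEK293T-derived human Csn5 enzyme / Input: Csn5 at 0.24 nM final / Measure: inhibition of Csn5 cleavage, % / Control set: substrate-only high control, full reaction low control / Technique: fluorescence polarization of the substrate / Buffer or medium: Tris/NaCl/DTT buffer, pH 7.5 / Reagent: SCFSkp2-Nedd8OG substrate at 10 nM final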
# SUMO1 PPI mod – alters human SUMO1 binding to SIM partners; AID 602429; actives 0.33% (n = 360,000); P63165; inhibition, % at 20 µM; SUMO1 binding to a labelled peptide, TR-FRET, 1 h; in the data active means inhibition above about 37%
# Target sequence (P63165 whole entry, looked up): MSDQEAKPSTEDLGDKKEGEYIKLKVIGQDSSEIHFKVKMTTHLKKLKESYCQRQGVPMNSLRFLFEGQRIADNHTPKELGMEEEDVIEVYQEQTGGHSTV
# NadD inh – NadD (S. aureus) enzyme inhibition; purified NadD enzyme, colorimetric absorbance read-out; inhibition, % at 20 µM; actives 0.78% (n = 360,000); AID 602399; in the data active means inhibition above about 26%; further: some compounds past the cut are filed as inactive
# Numbers without * were called inactive; i = inactive; nt = not tested or not shown.
SMILES	SUMO1 PPI mod	LMPTP block	Rpn11 block	MsrA inhibitor	STEP inh	CSN inh	Scp-1 inhibitor	DNMT1 block	TbMetRS inhib	NadD inh
COc1ccc(NC(=O)CSc2n[nH]c(C(C)C)n2)c([N+](=O)[O-])c1	-17	-2.0	i	1.6	-2	-6	12	2	-1.1	-5
CCC(=O)N(CCc1ccc(OC)c(OC)c1)Cc1cc2ccc(C)cc2n2nnnc12	0	0.0	i	-1.5	1	107	-3	1	-1.0	0
Cc1cc2cc3c(C)cc(=O)oc3c(C)c2o1	1	19	i	1.1	17	12	8	14	1.4	-4
Cc1n[nH]c(C)c1Sc1ccccc1N=Cc1cc(Cl)cc([N+](=O)[O-])c1O	-31	1.3	i	nt	4	5	-4	1	0.1	8
COC(=O)c1ccc(C(=O)OC)c(NC(=O)CSCc2ccccc2Br)c1	1	3.3	i	-0.1	5	0	-15	-3	-0.8	-1
Cc1noc(C)c1COC(=O)C1CCN(S(=O)(=O)c2ccc(F)cc2)CC1	-1	-1.0	i	0.3	-1	4	-7	4	-0.2	-2
O=C(O)C1C2C=CC(C2)C1C(=O)N1CCOCC1 (configuration not stated)	2	-1.0	i	-0.2	5	2	-4	4	-0.5	7
O=C(NC1CCCC1)c1ccccc1OCc1ccccc1	1	0.5	i	0.0	4	-6	-5	1	-0.9	-7
CC(=O)NC(C)(c1ccccc1)c1nc(-c2ccc(S(C)(=O)=O)cc2)cs1 (configuration not stated)	1	0.0	i	0.2	-1	-1	nt	2	0.1	5
O=C(O)CC/C(=N\Nc1ccc(S(=O)(=O)N2CCCC2)cc1[N+](=O)[O-])c1cccs1	-25	5.6	i	4.8*	97*	5	63*	-6	0.3	12
O=C1N=c2ccc([N+](=O)[O-])cc2=C1c1sc(=O)[nH]c1O	-5	1.1	i	2.5	4	1	3	5	-0.8	13
O=C(O)c1cnc(-c2ccccc2)nc1Sc1ccccc1Cl	8	-2.7	i	0.0	-2	4	-17	1	-0.4	3
O=C(CSc1nnnn1Cc1ccccc1)NC1CCCCC1	-5	-0.4	i	1.5	3	-2	-10	1	-0.4	8
Cc1cc2oc3c(c(=O)c2cc1C)C(c1cccc(Br)c1)N(Cc1ccco1)C3=O (configuration not stated)	6	2.3	i	0.8	-2	2	-3	13	-0.4	9
COc1ccc(C(C(=O)NC2CCCCC2)N(C(=O)c2ccco2)c2ccccc2C(C)=O)cc1OC (configuration not stated)	-1	-1.0	i	0.9	5	3	-1	-2	-0.6	3

# Profiles, quoted from the list:
# O=C(O)C1C2C=CC(C2)C1C(=O)N1CCOCC1 (configuration not stated) in the list: SUMO1 PPI mod: 2; LMPTP block: -1.0; Rpn11 block: i; MsrA inhibitor: -0.2; STEP inh: 5; CSN inh: 2; Scp-1 inhibitor: -4; DNMT1 block: 4; TbMetRS inhib: -0.5; NadD inh: 7
# O=C(CSc1nnnn1Cc1ccccc1)NC1CCCCC1 in the list: SUMO1 PPI mod: -5; LMPTP block: -0.4; Rpn11 block: i; MsrA inhibitor: 1.5; STEP inh: 3; CSN inh: -2; Scp-1 inhibitor: -10; DNMT1 block: 1; TbMetRS inhib: -0.4; NadD inh: 8

# The list goes on.
SMILES	SUMO1 PPI mod	LMPTP block	Rpn11 block	MsrA inhibitor	STEP inh	CSN inh	Scp-1 inhibitor	DNMT1 block	TbMetRS inhib	NadD inh
CCc1ccc(C2NC(=S)NC3=C2C(=O)CCC3)cc1 (configuration not stated)	1	-1.4	i	2.9	-2	-18	-3	1	-0.6	4
Cc1cccc(-n2c(CNC(=O)COc3ccccc3)nnc2SCC(=O)Nc2nccs2)c1	2	-1.2	i	1.6	0	3	-2	14	-0.9	3
O=c1cc(-c2ccccc2)nc(SCc2ccc(F)cc2)[nH]1	-1	-3.4	i	0.9	0	-9	-3	-2	-0.5	-4
Cc1ccc2nc(SCC(=O)N/N=C/c3ccc(C(=O)O)cc3)cc(C)c2c1	-8	0.3	i	-0.1	3	2	9	-4	0.0	9
COc1cccc(NC(=O)N(C)C[C@H]2OCc3cn(nn3)CCCC(=O)N([C@@H](C)CO)C[C@@H]2C)c1	-16	-3.1	i	-1.1	-2	-1	nt	-5	-1.2	-7
CC(C)C(=O)N1CCN(c2ccccc2NC(=O)c2ccc3c(c2)OCCO3)CC1	9	1.1	i	nt	-1	0	2	1	-0.3	5
CCn1c2ccccc2c2cc(NC(=O)CSc3nnc(-c4ccc(OC)cc4)n3N)ccc21	0	0.5	i	1.2	-3	4	8	18	-0.5	30*
C#CCn1c(=O)c2c(ncn2C)n(C)c1=O	1	-0.3	i	2.7	-2	-5	47	1	-0.1	4
CC(C)(CNS(=O)(=O)c1cccs1)N1CCOCC1	-3	-1.1	i	-1.1	-1	-1	-15	2	-0.3	-2
COc1ccc(CN(C)S(=O)(=O)c2nnc(NC(=O)c3cccc(C)c3)s2)cc1OC	3	0.5	i	1.8	-7	9	-5	-2	-0.2	1
CC(NC(=O)COC(=O)CCc1nc2ccccc2c(=O)[nH]1)c1ccccc1 (configuration not stated)	4	-1.3	i	-0.8	0	-2	-5	3	0.2	0
NC(=O)CCC(NC(=O)c1ccc(Cl)cc1)C(=O)NCCc1ccc2c(c1)OCCO2 (configuration not stated)	1	1.3	i	-0.1	-3	3	-6	1	-0.2	3
C=CCn1c(COc2ccccc2C)nnc1SCC(=O)O	0	-1.7	i	0.4	-1	0	4	3	0.9	-1
On1c(-c2ccc(Cl)cc2Cl)nc2ncccc21	-2	-3.1	i	1.1	-1	-1	-12	0	-0.7	-2
COc1ccc(F)cc1-c1cc(C(=O)NCc2ccc(C(F)(F)F)cc2)[nH]n1	0	3.7	i	0.1	1	2	nt	-2	0.2	-3

# Remaining list, next part:
SMILES	SUMO1 PPI mod	LMPTP block	Rpn11 block	MsrA inhibitor	STEP inh	CSN inh	Scp-1 inhibitor	DNMT1 block	TbMetRS inhib	NadD inh
Cc1cccc(Nc2nnc(SCC(O)=C(C#N)c3nc4ccccc4[nH]3)s2)c1	13	-0.3	i	2.1	2	6	-7	-20	-0.2	24
COCc1c(C(=O)NC2CCCCC2)sc2cccc(F)c12	1	0.2	i	1.2	4	1	-13	2	-0.1	-6
O=C(CCc1nnc2ccc(N3CCC4(CC3)OCCO4)nn12)NCc1ccccc1Cl	-3	-0.1	i	-0.5	2	0	-11	2	-0.1	-1
Cc1ccc(OCc2ccc(C(=O)N3CCCC3)o2)c([N+](=O)[O-])c1	-24	1.3	i	1.8	1	4	-7	2	0.1	1
Cc1ccc(S(=O)(=O)N2CCN(C(=O)N3CCCC3)CC2)cc1	0	-0.2	i	-0.4	-1	3	4	7	-0.5	-4
CCn1c(SCC(=O)N/N=C/c2ccc(C)o2)nnc1-c1ccc(C(C)(C)C)cc1	-9	0.2	i	0.5	-1	-15	-3	8	-1.6	1
COc1ccccc1Cc1c(-c2ccco2)nc2ccc(Br)cn12	12	11	i	1.2	2	24	nt	71*	-0.5	45*
CN(CC(=O)Nc1cccc(F)c1)C(=O)c1cccc(N2C(=O)CCC2=O)c1	-2	-0.8	i	-1.2	3	0	-15	3	-0.2	-5
CCC1(C)CC(C(CC(=O)O)c2ccc(C)cc2)CCO1 (configuration not stated)	5	-1.8	i	0.0	2	-1	-3	-1	0.5	-1
Cc1ccc(S(=O)(=O)n2c(N)nc3cc(C)c(C)cc32)cc1	2	2.1	i	0.5	2	0	nt	-5	-0.3	-5
COc1ccccc1N1CCN(CC(O)c2c(C)[nH]c3ccccc23)CC1 (configuration not stated)	7	0.6	i	1.0	-2	2	15	-2	-1.0	0
CC[n+]1c(/C=C2\C=C(C)CC(C)(C)C2)sc2ccccc21	-7	-0.8	i	1.5	-1	5	-1	-3	-0.7	14
Cc1ccc(CNC(=O)CCC(=O)N2CC(C)Oc3ccccc32)cc1 (configuration not stated)	-3	-1.8	i	0.4	-2	-4	6	0	-1.1	-1
Cc1cc2nnc(SCc3ccc4c(c3)OCO4)n2c2ccccc12	-7	3.2	i	0.2	1	0	12	1	-0.7	8
CCc1cc(CNC(=O)c2cc(COc3ccc(C)nc3)on2)on1	0	0.5	i	-0.9	1	5	-9	0	-0.5	-4

# A second format for part of the listing above.
# Order of results: SUMO1 PPI mod | LMPTP block | Rpn11 block | MsrA inhibitor | STEP inh | CSN inh | Scp-1 inhibitor | DNMT1 block | TbMetRS inhib | NadD inh
> CC(C)C(=O)N1CCN(c2ccccc2NC(=O)c2ccc3c(c2)OCCO3)CC1
    9 | 1.1 | i | nt | -1 | 0 | 2 | 1 | -0.3 | 5
> CCn1c2ccccc2c2cc(NC(=O)CSc3nnc(-c4ccc(OC)cc4)n3N)ccc21
    0 | 0.5 | i | 1.2 | -3 | 4 | 8 | 18 | -0.5 | 30*
> C#CCn1c(=O)c2c(ncn2C)n(C)c1=O
    1 | -0.3 | i | 2.7 | -2 | -5 | 47 | 1 | -0.1 | 4
> CC(C)(CNS(=O)(=O)c1cccs1)N1CCOCC1
    -3 | -1.1 | i | -1.1 | -1 | -1 | -15 | 2 | -0.3 | -2

# Next results.
SMILES	SUMO1 PPI mod	LMPTP block	Rpn11 block	MsrA inhibitor	STEP inh	CSN inh	Scp-1 inhibitor	DNMT1 block	TbMetRS inhib	NadD inh
COc1ccc(Cc2nnc(NC(=O)c3cc(OC)cc(OC)c3)s2)cc1	1	1.4	i	0.4	0	1	-18	1	-1.3	1
O=c1c(=O)n(O)c2ccccc2n1O	-6	3.2	i	2.4	10	5	-8	2	0.2	10
CCCCn1c(N)c(N(CC(C)C)C(=O)CN(C)Cc2cccc(OC)c2)c(=O)[nH]c1=O	0	0.1	i	0.1	1	4	-4	3	0.1	-5
O=C(COC(=O)c1ccc(Cl)nc1)NCc1ccco1	2	-0.7	i	0.3	-1	-19	-6	-1	-0.4	5
CCOC(=O)/C(C#N)=C/C1=C(N2CCCC2)CC(C)(CC)OC1 (configuration not stated)	-9	-2.5	i	0.8	-4	0	-8	0	-0.3	-4
Oc1ccc(N2CCN(c3ccnc4cc(Cl)ccc34)CC2)cc1	-2	11	i	0.8	4	0	-5	-13	-0.1	12
CC1C(c2ccccc2)OCCN1C(=S)Nc1ccc(S(=O)(=O)N2CCCCC2)cc1 (configuration not stated)	4	0.5	i	0.1	-3	-1	nt	-9	0.4	-2
O=C(O)c1ccc(NC(=O)c2cn(-c3ccccc3)nc2-c2ccc(Br)cc2)cc1	5	10	i	-0.1	2	2	-13	-3	0.0	10
